Assay outcomes as filed in PubChem.
S100A4 MyoIIA: inhibitors of S100A4-myosin IIA peptide binding, primary screen, biochemical, fluorescence polarization, TAMRA-MyoIIA peptide; AID 652163, 2013; Protein S100-A4 (Homo sapiens), P26447; 360,000 tested, 0.14% active; inhibition, % at 10.7 µM;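 active = mean inhibition of at least 70% across replicates, with every replicate also reaching that level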
Target sequence (P26447 whole entry, looked up): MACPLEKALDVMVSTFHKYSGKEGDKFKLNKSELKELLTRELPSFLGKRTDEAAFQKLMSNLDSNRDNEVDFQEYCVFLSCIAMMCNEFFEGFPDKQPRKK
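Material: S100A4 monomer protein / Buffer or medium: 50 mM HEPES pH 7.2, 10 mM CaCl2, 100 mM KCl / Times: 5 min incubation before reading / Benchmarks: neutral control DMSO, positive control TFP / Reagent: labelled myosin peptide probe, 5 nM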
EWS-Fli inh: EWS/Fli-driven NR0B1 reporter inhibitors, primary screen, A673 cells, NR0B1 luciferase, luminescence, MLPCN library. viability-normalised. inhibition, % at 12.6 µM. 350,000 tested, 0.67% active. AID 651661, 2012;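 active = mean inhibition of at least 50% after viability correction, with every replicate also passing that limit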;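 also: firefly luciferase signal divided by Alamar Blue viability fluorescence both relative to DMSO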
LGR2 antag: inhibitors of bursicon-induced LGR2 CRE-luciferase signal, primary screen, cell-based, HEK293, CRE-luciferase reporter, bursicon stimulation; bursicon-stimulated, 4 h; inhibition, % at 9.99 µM; 380,000 tested, 0.35% active; AID 720647, 2013;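 active = drop in luminescence signal, shown as inhibition above about 50% in the replicate tests, limit read from the data, passing the limit was not always enough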;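 also: agonist challenge used bursicon conditioned medium at about half maximal strength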
ERAP1 HTS inh: human ERAP1 aminopeptidase inhibitors, primary screen, biochemical, single point, plate reader | recombinant ERAP1, Leu-AMC fluorescence, 60 min | inhibition, % at 10.7 µM | 340,000 tested, 0.15% active;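 active = mean replicate inhibition of at least 30%, or all replicates individually reaching that 30% level; inactive = mean below 30% and not every replicate reaching it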;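 also: 0% = neutral control wells and 100% = L-leucinethiol positive control wells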
PAX8 inh HTS: inhibitors of PAX8-driven TPO luciferase reporter, primary screen, RMG-I cells, single concentration. inhibition, % at 12.6 µM. AID 652154, 2013. 360,000 tested, 1.2% active. SteadyGlo, 24 h;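 active = mean replicate inhibition at least 60% with every replicate also reaching 60%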;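 also: luciferase light reporting Pax8 driven TPO promoter activity; plate controls were median of neutral control wells for no effect and mitoxantrone controls for full effect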
PglD DTNB: C. jejuni PglD acetyltransferase inhibitors, primary screen, biochemical, DTNB colorimetric, single point. AID 602405, 2012. inhibition, % at 12.5 µM. 360,000 tested, 0.098% active. purified PglD enzyme, DTNB colorimetric CoA detection; in the data active = inhibition above about 16%, passing the limit was not always enough; also: strong numbers were not always called active
PGC1a acetyl inh: inhibitors of PGC1a acetylation signal, primary screen, cell-based, U2OS, AlphaScreen, inhibitor mode; 350,000 tested, 0.17% active; AlphaScreen anti-acetyl-lysine; with virally co-expressed GCN5 acetyltransferase; inhibition, % at 15.6 µM;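 active = every replicate shows inhibition of at least 40%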;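 also: 0% = neutral control wells and 100% = positive control wells; some results beyond the cut were filed as inactive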
FN deposition inh: inhibitors of fibronectin matrix deposition, primary screen, AH1F cells, Alexa488-fibronectin fluorescence, plate reader; AH1F fibroblasts, overnight; inhibition, % at 12.6 µM; 350,000 tested, 0.086% active;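 active = mean inhibition across replicates of 30% or more, regardless of how many single replicates reach that level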;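 also: positive control wells lacked labelled fibronectin entirely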
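Assay system: AH1F fibroblast monolayer, labelled fibronectin deposition. Amount: 10000 cells per well. Also added: labelled fibronectin 24 nM. Compound: single-point pinned compound. Incubation: cell attachment 1 h, compound and FN exposure overnight. Detection: fluorescence after three HBSS washes, excitation 485 nm, emission 525 nm. Read-out: inhibition of fibronectin deposition signal.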
An asterisk follows results filed as active; · = no result given; & = joins results of further samples. Not a hit list. About 2.1% of those tested had a hit in this group.

The line under a structure holds: ERAP1 HTS inh	PAX8 inh HTS	LGR2 antag	FN deposition inh	PGC1a acetyl inh	PglD DTNB	EWS-Fli inh	S100A4 MyoIIA
COc1cccc(-c2cc3nc4c(c(N5CCC6(CC5)OCCO6)n3n2)CCCC4)c1
    1	·	-28	·	-5	6	-51	0
CC1=C(C(=O)NC2CCCC(C)C2C)C2(CCCCC2)OC1=O (stereo unspecified)
    ·	-6	0	2	-6	1	-2	0
Cc1cccc(Nc2nc(N)c([N+](=O)[O-])c(N3CCC(C)CC3)n2)c1
    -1	22	0	5	·	5	1	7
CCNC(=O)C[C@H]1CC[C@H]2[C@@H](COc3ccc(NC(=O)c4cc(C)on4)cc3C(=O)N2C)O1
    1	-5	3	-3	8	-2	4	-17
O=C1c2cccc3c(N4CCCCC4)ccc(c23)C(=O)N1c1cccc(O)c1
    0	-82	-23	-7	·	·	-71	62
CN1CCN(C(=O)C2=C[C@H](c3ccc(C(F)(F)F)cc3)C[C@H](OCCCCO)O2)CC1
    -4	-10	13	-5	4	-3	-2	0
C[C@@H]1CN([C@H](C)CO)C(=O)c2cc(NC(=O)Cc3cn(C)c4ccccc34)ccc2O[C@H]1CN(C)C(=O)Nc1ccc2c(c1)OCO2
    -4&2	-5	-13	-4	3	1&3	-117&-91	-23&-1
O=C(Nc1ccnn1C1CCN(C(=O)c2cc(Cl)ccc2F)CC1)C1CCOC1 (stereo unspecified)
    1	2	-1	9	13	2	-6	-5
N#C[C@@H]1[C@@H](c2ccc(-c3ccc(F)cc3)cc2)[C@@H](CO)N1c1nc(-c2ccccc2)cs1
    2	-8	-7	-10	-1	-3	9	-2
CC(=O)c1ccc(N2CCN(C(=O)/C=C/c3ccc(S(=O)(=O)NCc4ccco4)cc3)CC2)cc1
    -3	19	33	·	-23	·	18	7
Cc1nc(N2[C@@H](C#N)[C@@H](c3ccccc3)[C@@H]2CO)sc1C
    -10	-8	-5	-12	-3	-1	-6	-3
COC(=O)c1ccccc1OC(=O)c1cc2ccccc2oc1=O
    0	20	11	2	3	2	5	-3
COc1ccc2c(=O)c(C(=O)NCc3ccccc3)c[nH]c2c1
    4	-12	-2	7	·	-1	1	3
COc1ccc(NC2CCCN(C(=O)c3ccccc3-c3ncc[nH]3)C2)cc1 (stereo unspecified)
    3	2	1	-7	-9	0	1	0
COc1ccc2[nH]c(C)c(C(=O)CN(C)CC3OCCO3)c2c1
    -1	-18	·	1	·	·	11	-2
COC(=O)[C@@H]1[C@@H](CO)[C@@H]2Cn3c(ccc(-c4ccc(F)cc4)c3=O)[C@@H]2N1C(=O)C1CCC1
    1	·	0	·	·	1	0	1
Cc1ccccc1NC(=O)CCCCC(=O)Nc1ccccc1C
    2	-9	0	6	8	-5	9	9
Cc1nn(CC(=O)c2ccc3c(c2)OCCO3)c(=O)c(C#N)c1C
    -1	4	0	-12	-4	-2	-14	-1
CCNC(=O)Nc1ccc2c(c1)C(=O)N(C)[C@H]1CC[C@@H](CC(=O)N[C@@H](C)c3ccccc3)O[C@H]1CO2
    -1	-21	-14	3	·	1	-8	-4
O=C(NCc1ccccc1)C1CCC(=O)N(CC2CCCCC2)C1 (stereo unspecified)
    -8	4	-4	-5	1	-1	·	-8
Cc1[nH]c2ccccc2c1C(=O)CSc1ccc(F)cc1
    1	43	-17	7	3	4	-48	-14
Cc1c(-c2ccc(F)cc2)[n+](=O)c2c(n1[O-])CCCCC2
    1	5	·	0	·	·	-3	7
N#CC1C(C#N)N2CCCN2C1c1ccc(Br)cc1 (stereo unspecified)
    0	2	·	8	·	·	16	0
O=S(=O)(/C=C/c1ccccc1)N1CCN(Cc2ccccc2)CC1
    1	17	·	2	-6	0	11	-3
Cc1ccccc1N1CCN(C(=O)[C@@H]2CCCN2C2=NS(=O)(=O)c3ccccc32)CC1
    0	8	-8	-14	15	·	-1	-1
O=C(C=Cc1ccco1)c1cc(Cl)ccc1O
    1	10	25	-1	-7	-7	0	-9
COC(=O)c1cccc(NC(=O)CCCOc2ccccc2)c1
    ·	-9	·	5	5	-6	·	·
CC1CCC(NC(=O)CN2CCN(S(=O)(=O)c3ccc(Br)s3)CC2)CC1 (stereo unspecified)
    -1	7	-6	·	·	5	5	-4
C[C@H](CO)N1C[C@H](C)[C@@H](CN(C)Cc2cccnc2)Oc2cc(C#CC3CC3)ccc2S1(=O)=O
    -1	·	-1	·	-4	2	16	4
CC(C)NC(=O)Nc1ccc2c(c1)C(=O)N([C@H](C)CO)C[C@@H](C)[C@@H](CN(C)C(=O)NC(C)C)OCCCC[C@H](C)O2
    ·	-3	-14	-4	3	-4	·	12
Cc1ccccc1NC(=O)COC(=O)CCc1nc2ccccc2c(=O)[nH]1
    ·	-9	4	4	·	3	-4	1
C[C@@H]1CN([C@H](C)CO)C(=O)c2cc(C#CC3CC3)cnc2O[C@@H]1CN(C)Cc1ccccc1C(=O)O
    2	·	7	·	-3	1	-3	9
O=C(NC1CCCC1)c1ccc(CS(=O)(=O)c2ccc(Cl)cc2)o1
    -1	9	6	4	0	-2	-4	0
COc1ccc(NC(=O)c2[nH]c(C)c(C(C)=O)c2C)cc1S(=O)(=O)Nc1ccc(Br)cc1
    ·	-7	9	0	-22	·	6	-5
C[C@@H]1CN([C@@H](C)CO)C(=O)c2cc(NS(=O)(=O)c3cccs3)ccc2O[C@@H](C)CCCCO[C@@H]1CN(C)C(=O)CCCN(C)C
    -1	3	-4	·	-1	-1	-12	-3
CCOC(=O)C[N+]1(C)CCN(C(C)=O)CC1
    -3	-20	10	·	·	·	6	-1
Cn1ncc(Cl)c1C(=O)N1CCN(c2cccc(Cl)c2)CC1
    -2	14	16	-2	·	0	-11	-2
COc1ccc(C(=O)NNC(=O)C2(C)CC2(Br)Br)cc1 (stereo unspecified)
    -1	-42	-16	-5	5	3	-42	1
Cc1ccc(NNC(=O)C2CCC2)cc1C
    -2	9	·	-1	-7	-2	8	0
O=C(Nc1ccccc1)N1C[C@H]2[C@@H](c3ccccc31)[C@H](CO)N2C(=O)c1ccccc1F
    0	-29	-12	17	-8	-3	-11	44

Exported with bars between the fields: 9 of the compounds above.
molecule | ERAP1 HTS inh | PAX8 inh HTS | LGR2 antag | FN deposition inh | PGC1a acetyl inh | PglD DTNB | EWS-Fli inh | S100A4 MyoIIA
C[C@H](CO)N1C[C@H](C)[C@@H](CN(C)Cc2cccnc2)Oc2cc(C#CC3CC3)ccc2S1(=O)=O | -1 | · | -1 | · | -4 | 2 | 16 | 4
CC(C)NC(=O)Nc1ccc2c(c1)C(=O)N([C@H](C)CO)C[C@@H](C)[C@@H](CN(C)C(=O)NC(C)C)OCCCC[C@H](C)O2 | · | -3 | -14 | -4 | 3 | -4 | · | 12
Cc1ccccc1NC(=O)COC(=O)CCc1nc2ccccc2c(=O)[nH]1 | · | -9 | 4 | 4 | · | 3 | -4 | 1
C[C@@H]1CN([C@H](C)CO)C(=O)c2cc(C#CC3CC3)cnc2O[C@@H]1CN(C)Cc1ccccc1C(=O)O | 2 | · | 7 | · | -3 | 1 | -3 | 9
O=C(NC1CCCC1)c1ccc(CS(=O)(=O)c2ccc(Cl)cc2)o1 | -1 | 9 | 6 | 4 | 0 | -2 | -4 | 0
COc1ccc(NC(=O)c2[nH]c(C)c(C(C)=O)c2C)cc1S(=O)(=O)Nc1ccc(Br)cc1 | · | -7 | 9 | 0 | -22 | · | 6 | -5
C[C@@H]1CN([C@@H](C)CO)C(=O)c2cc(NS(=O)(=O)c3cccs3)ccc2O[C@@H](C)CCCCO[C@@H]1CN(C)C(=O)CCCN(C)C | -1 | 3 | -4 | · | -1 | -1 | -12 | -3
CCOC(=O)C[N+]1(C)CCN(C(C)=O)CC1 | -3 | -20 | 10 | · | · | · | 6 | -1
Cn1ncc(Cl)c1C(=O)N1CCN(c2cccc(Cl)c2)CC1 | -2 | 14 | 16 | -2 | · | 0 | -11 | -2

(listing goes on)
The line under a structure holds: ERAP1 HTS inh	PAX8 inh HTS	LGR2 antag	FN deposition inh	PGC1a acetyl inh	PglD DTNB	EWS-Fli inh	S100A4 MyoIIA
C[C@@H]1CN([C@@H](C)CO)C(=O)c2cccc(NC(=O)c3nc4ccccc4s3)c2O[C@H]1CN(C)C(=O)Nc1ccc(C(F)(F)F)cc1
    1	·	16	·	15	-2	-7	-45
CN(C(=O)COC(=O)c1cncc(Br)c1)C1CCS(=O)(=O)C1 (stereo unspecified)
    6	14	-34	3	·	·	8	3
C[C@H]1CN([C@@H](C)CO)C(=O)Cc2cc(NC(=O)c3ccncc3)ccc2O[C@H]1CN(C)C(=O)Nc1ccccc1
    2	1	2	·	9	6	-20	14
COc1ccc(CNC(=O)CN(c2ccccc2)S(=O)(=O)c2ccccc2[N+](=O)[O-])cc1
    0	13	27	-5	13	-5	-7	-2
COc1ccc(S(=O)(=O)N[C@@H]2C=C[C@@H](CC(=O)N3CCN(c4ccccc4)CC3)O[C@@H]2CO)cc1
    2	6	-8	·	3	-3	-4	-5
CN1CCN(S(=O)(=O)Cc2ccc(Cl)cc2)CC1
    4	-12	8	-3	3	-3	4	2
CCOC(=O)C1=CCN(S(=O)(=O)c2ccccc2C)C1c1ccc(Cl)cc1 (stereo unspecified)
    1	19	-1	7	-6	-4	2	-4
COc1ccc(C#Cc2cnc3c(c2)C(=O)N([C@H](C)CO)C[C@H](C)[C@H](CN(C)C(=O)Nc2ccc4c(c2)OCO4)O3)cc1OC
    0	·	-23	1	5	3	0	4
CCOc1ccc(NC(=O)CCC(=O)NNC(=O)COc2ccccc2C)cc1
    0	-23	20	-2	-6	·	-5	-2
COc1ccc2c3c([nH]c2c1)[C@H](CO)N(C(=O)C1CCC1)CC31CCN(Cc2cccc(F)c2)CC1
    0	43	-3	·	·	·	36	10
C#CCOCCOCCOCCNc1nc(N2CCN(C(=O)[C@H](CCCCN)n3cc([C@@H](N)CC(N)=O)nn3)CC2)nc(N2CCN(C(=O)[C@H](CCCCN)n3cc([C@@H](N)CC(N)=O)nn3)CC2)n1
    0	-9	4	-3	11	0	-4	-4
